UBC13 inh: inhibitors of human UBC13 polyubiquitin chain formation; actives 0.47% (n = 330,000); inhibition, % at 20 µM; TR-FRET; in the data active means inhibition above about 45%, passing the limit was not always enough; inconclusive means no clear call, values can overlap the other calls
Target sequence (P61088 whole entry, looked up): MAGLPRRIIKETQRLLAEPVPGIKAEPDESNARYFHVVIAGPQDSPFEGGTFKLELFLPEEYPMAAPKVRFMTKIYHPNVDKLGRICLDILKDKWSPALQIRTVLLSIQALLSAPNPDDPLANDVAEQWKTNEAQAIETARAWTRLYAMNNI
Jurkat NFkB inh: inhibitors of the PMA/ionomycin-induced NF-kB reporter in Jurkat cells | PMA/ionomycin-induced NF-kB luciferase reporter, luminescence | inhibition, % at 4 µM | actives 0.53% (n = 330,000)
Apaf1 inhib: human Apaf-1 inhibition | O14727 | reconstituted apoptosome caspase-3 activity, DEVD-Rh110 fluorescence | inhibition, % at 20 µM | actives 0.71% (n = 330,000); active means inhibition of at least 40% at 20 µM;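 further: plate controls were DMSO wells for no effect and DEVD-CHO caspase inhibitor wells for full effect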
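Material: reconstituted apoptosome with Apaf-1, cytochrome c, caspase-9, procaspase-3, dATP / Buffer or medium: pH 7.5 Hepes buffer with CHAPS, BSA, DTT / Also added: cytochrome c with DEVD-Rh110 / Schedule: compound with Apaf-1, dATP, procaspase-3 30 min, then 50 min reaction, room temperature / Technique: rhodamine 110 fluorescence at Ex 480/Em 540 nm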
Gli-Sufu antag: antagonists of Gli-Sufu signaling; actives 0.74% (n = 340,000); inhibition, % at 5 µM; Sufu-KO-LIGHT fibroblasts, Gli luciferase reporter luminescence;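 active means inhibition above about 55%, limit read from the data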;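 further: 0% = DMSO-treated cells and 100% = wells with medium but no cells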
HKDC1 inhibitor: HKDC1 (human) hexokinase inhibition | Q2TB90 | recombinant HKDC1, G6PDH/diaphorase resazurin coupled fluorescence | inhibition, % at 20 µM | actives 0.16% (n = 340,000);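 active means inhibition above about 35% when tested at 20 µM, limit read from the data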;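 further: plate controls were DMSO wells with enzyme for no effect and DMSO wells lacking enzyme for full effect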
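Test system: HK5 enzyme. Quantity: 5 µg/mL HK5 final. Reagent: glucose and ATP substrates. Schedule: 90 min reaction incubation at room temperature, dark. Technique: resazurin-to-resorufin fluorescence via G6PDH and diaphorase coupling, 525/613 nm. Control set: DMSO wells with and without enzyme mix.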
SENP7 block: inhibitors of human SENP7 protease; Q9BQF6; recombinant SENP7, Z-RLRGG-aminoluciferin luminescence, 40 min; inhibition, % at 5 µM; actives 1.5% (n = 330,000); AID 434973;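 active means inhibition above about 50% at the single test dose, limit read from the data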;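 further: plate controls were DMSO with enzyme for no effect and no enzyme buffer wells for full effect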
Target sequence (Q9BQF6 706-1050 limits assumed): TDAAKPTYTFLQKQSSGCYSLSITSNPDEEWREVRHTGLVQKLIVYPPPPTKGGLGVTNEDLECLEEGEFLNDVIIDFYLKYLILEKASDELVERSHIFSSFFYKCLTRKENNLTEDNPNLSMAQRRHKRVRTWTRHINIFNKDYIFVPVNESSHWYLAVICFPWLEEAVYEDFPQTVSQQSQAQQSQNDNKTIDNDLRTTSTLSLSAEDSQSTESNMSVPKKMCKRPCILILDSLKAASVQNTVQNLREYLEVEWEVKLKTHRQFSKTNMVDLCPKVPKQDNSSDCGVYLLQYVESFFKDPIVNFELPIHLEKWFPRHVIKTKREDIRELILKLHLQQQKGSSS
697 NFkB inh: lowers PMA/ionomycin-induced NF-kB signal in 697 B cells; inhibition, % at 4 µM; 697 B-cell NF-kB luciferase reporter, 16 h; AID 435022; actives 0.33% (n = 330,000); in the data active means inhibition above about 35%
SENP8 block: inhibitors of human SENP8 protease. actives 1.2% (n = 330,000). purified SENP8, Z-RLRGG-aminoluciferin cleavage, luminescence. inhibition, % at 10 µM. Q96LD8
Target sequence (Q96LD8 whole entry, looked up): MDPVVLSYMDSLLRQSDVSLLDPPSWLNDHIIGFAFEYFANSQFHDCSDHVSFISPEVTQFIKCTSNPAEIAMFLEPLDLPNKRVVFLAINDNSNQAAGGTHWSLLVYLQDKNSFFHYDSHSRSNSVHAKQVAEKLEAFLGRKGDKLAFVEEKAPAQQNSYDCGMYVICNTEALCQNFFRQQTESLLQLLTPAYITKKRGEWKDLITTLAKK
Active calls of the source: *; ? = inconclusive; · = not tested or not shown. Unless noted, no stated cut-off is given here; in the data, active means inhibition above about 50%; inactive means the rest.

SMILES	UBC13 inh	Jurkat NFkB inh	Apaf1 inhib	Gli-Sufu antag	HKDC1 inhibitor	SENP7 block	697 NFkB inh	SENP8 block
CCn1c2ccccc2c2cc(NC(=S)N3CCOCC3)ccc21	0	18	6	1	-2	-11	-24	6
COc1ccc(-c2cc(-c3nnc(COC(=O)CC4CCCC4)o3)c3ccccc3n2)cc1OC	10	-9	12	-16	7	-9	14	-11
CC(=O)NC1(C(F)(F)F)C(=O)Nc2c1c(=O)[nH]c(=O)n2CCc1ccccc1 (centres undefined)	3	12	-1	15	-3	-2	7	-6
CCCCCn1c(=O)c(-c2nc3ccccc3c(=O)[nH]2)c(O)c2ccccc21	20	-3	-13	·	·	2	12	3
COc1cccc(C(=O)NNC(=O)c2cccnc2)c1	2	3	0	-19	1	7	21	0
Cc1ccc(NCc2nnc(SCC(=O)O)n2-c2ccc(C)cc2)cc1	0	0	-3	9	11	-3	5	-5
CC(C)CN(C(=O)COc1ccc([N+](=O)[O-])cc1)c1c(N)n(CC(C)C)c(=O)[nH]c1=O	-10	2	-2	·	1	-11	5	-11
O=C(NCCCN1CCOCC1)c1cccnc1SCc1ccccc1Cl	-7	-3	2	-7	12	-11	-5	-7
O=C(O/N=C1\CCS(=O)(=O)c2sccc21)c1c(F)cccc1F	10	6	0	1	-8	4	0	-3
Fc1cccc2sc(N3CCCCC3)nc12	19	-42	7	-53	1	39	-89	25
CC1(C)CC(=O)C/C(=N\NC(=O)C2CC23CCC3)C1 (centres undefined)	-1	21	14	-3	18	-8	6	-12
CC1=C(Sc2nc3ccccc3[nH]2)C(=O)NC(C)(C)C1	3	-3	-1	-8	-3	-7	4	-3
CCOc1ccc(C(=O)NC(=S)Nc2ccccc2OC)cc1[N+](=O)[O-]	-6	10	-1	1	-9	4	2	0
COc1ccc(/C=N/NC(=O)c2ccc(NC(C)=O)cc2)cc1COc1ccc(F)cc1F	6	-12	6	1	-1	1	13	3
CCC(C)NC(=O)c1cc2cc3ccc(OC)cc3nc2s1 (centres undefined)	36	-214	11	-133	18	60*	-274	36

Following part
SMILES	UBC13 inh	Jurkat NFkB inh	Apaf1 inhib	Gli-Sufu antag	HKDC1 inhibitor	SENP7 block	697 NFkB inh	SENP8 block
C/C(=N/NC(=O)c1cn(-c2cccc(C)n2)cn1)c1ccc(C)cc1	-1	-5	8	-1	-2	-3	-12	-8
COCCNC(=O)CSc1cc(-c2ccccc2)c2ccc(OC)cc2n1	?	7	12	·	5	-9	-10	-9
CCOC(=O)N1CCc2c(sc3c2c(=O)n(Cc2ccccc2)c(=O)n3Cc2cccc(C)c2)C1	-1	6	13	4	3	-3	19	6
CN1CCN(C(=O)c2cnn(-c3ccccc3)c2NC(=O)c2ccc(Br)cc2)CC1	-7	-7	-4	-2	-7	-12	-15	-13
O=C(c1cnc2n(c1=O)CCS2)N(c1ccccc1)C1CCCCC1	2	-5	2	26	-2	2	-16	6
Cc1ccc(C)c(CNC(=O)Nc2ccccc2)c1	-7	-61	4	-44	-3	-9	-33	-3
Cc1ccc(NC(=O)/C(C#N)=C/c2ccccc2C(F)(F)F)cc1	-1	12	1	-7	3	0	-10	-1
CC1(C)OC(=O)C(=Cc2ccc(-c3ccc(Cl)c(C(=O)O)c3)o2)C(=O)O1	-8	-9	1	2	7	-1	4	-4
Nc1cc(C(F)(F)F)ccc1OCC1CCCO1 (centres undefined)	-3	-19	2	-12	-4	4	-8	1
CC1CCCCN1CCCNC(=O)CN1C(=O)c2cccnc2Oc2ccccc21 (centres undefined)	-7	8	14	-8	-5	-6	-12	4
CC1CN=C(NC2CCCCC2C)S1 (centres undefined)	8	5	2	12	-5	-3	15	0
CN1CCN(C(=O)c2cccc(S(=O)(=O)N3CCCCC3)c2)CC1	2	-20	-18	-2	10	28	4	-3
CCOc1ccc(NC(=S)NS(=O)(=O)c2cc(Br)ccc2OCC)cc1	-8	15	-10	2	-4	-3	5	3
O=C(COC(=O)CNC(=O)c1ccccc1F)Nc1ccc2c(c1)OCO2	-4	-7	4	-6	-2	5	-7	-1
OCCNCc1cccc2ccccc12	5	-6	-12	-1	-7	-8	-7	3

Continuation:
SMILES	UBC13 inh	Jurkat NFkB inh	Apaf1 inhib	Gli-Sufu antag	HKDC1 inhibitor	SENP7 block	697 NFkB inh	SENP8 block
N=c1sccn1CC(=O)Nc1cc(Cl)ccc1[N+](=O)[O-]	5	12	-6	1	-6	-3	2	1
Cc1cc(C(=O)Nc2ccon2)cs1	19	1	-3	28	2	10	17	3
O=C1C(C=NCCCN2CCOCC2)=C(O)c2ccccc21	10	-11	-6	-2	-1	-1	1	-4
O=C(Nc1ccc(F)c(F)c1)C1CCCN(S(=O)(=O)c2cnc[nH]2)C1 (centres undefined)	-1	4	11	-2	-6	9	-3	0
CS(=O)(=O)N1CCC(NC(=O)Nc2ccc(OC(F)(F)F)cc2)CC1	-4	-15	-9	-9	-4	3	3	3
O=C(O)CCC(=O)Nc1ccc(S(=O)(=O)N2CCCC2)cc1	-2	-10	-1	9	-3	-3	6	-8
CC(C)c1onc(C(=O)Nc2ccc3c(c2)OCO3)c1[N+](=O)[O-]	-6	-10	-3	27	1	1	3	5
CCCCOc1cccc(C2C(C(=O)c3cccs3)=C(O)C(=O)N2Cc2cccnc2)c1 (centres undefined)	-12	-9	-14	-7	18	2	7	-1
COCC(=O)Nc1ccc(S(=O)(=O)NCCc2ccccc2)cc1	12	0	-1	8	-2	-2	9	6
CC1CN(CCCCOc2cccc(Oc3ccccc3)c2)CC(C)O1 (centres undefined)	5	11	13	12	4	-2	-1	-1
CC12CCC(C)(c3nc4ccccc4nc31)C2(C)C	4	-1	-5	8	-10	2	2	4
O=S(=O)(c1cccc(-c2nnco2)c1)N1CCOCC1	0	-23	3	·	-1	8	6	1
COc1ccc(S(=O)(=O)N(C)CC(=O)N2CCCCC2)cc1Cl	2	12	3	3	3	5	20	2
COc1ccc2[nH]c(C(=O)NCc3ccc4c(c3)OCO4)cc2c1	1	6	4	-5	3	-9	-24	-6
COc1ccc(CN(C(=O)c2ccc(-c3ccccc3)[nH]2)C(C(=O)NCC2CCCO2)c2ccc(C)o2)cc1 (centres undefined)	14	-4	27	-8	5	-1	25	10

New compounds follow.
SMILES	UBC13 inh	Jurkat NFkB inh	Apaf1 inhib	Gli-Sufu antag	HKDC1 inhibitor	SENP7 block	697 NFkB inh	SENP8 block
Cc1ccc(C(=O)N2CCN(c3ccc(NC(=O)c4cccnc4Cl)cc3)CC2)cc1	-9	6	0	-15	-7	-8	-4	-2
COc1ccc(S(=O)(=O)N2CCOCC2)cc1NC(=O)CN1C(=O)CN(C)C1=O	-8	-20	4	-1	-6	3	-10	-20
O=C(C1COc2ccccc2O1)N1CCN(c2ccccc2Cl)CC1 (centres undefined)	0	14	16	-18	-3	2	10	4
O=C(COC(=O)c1ccc(S(=O)(=O)NCc2ccco2)cc1)NC1CCCCC1	4	-8	8	0	2	3	30	-1
COc1ccc(S(=O)(=O)N2CCCOC2CNC(=O)C(=O)NCc2ccccc2F)cc1C (centres undefined)	-2	15	15	0	9	11	7	2
CSCCC1NC(=S)N(Cc2ccccc2)C1=O (centres undefined)	2	-24	10	4	-13	8	-10	6
COc1ccc(Nc2ncc(F)c(N3CCOCC3)n2)cc1	-5	-148	-5	-103	-1	37	-114	19
COC(=O)c1cc(Cl)c(NC(=O)Cc2ccccc2)cc1OC	14	3	-10	-9	-2	-10	13	-5
C/C(=N\NC(=O)C1CC1)c1cccc(NC(=O)c2cccc(Cl)c2)c1	3	0	6	·	·	14	11	-9
CC(C)OCCOc1ccc2oc(-c3ccco3)cc(=O)c2c1	8	-10	1	-40	7	-1	-17	-6
O=C(Nc1nnc(SCc2ccccc2)s1)c1cccc([N+](=O)[O-])c1	0	11	5	2	-2	22	-5	71*
O=C(CSC1=Nc2ccccc2C2=NC(CC(=O)NCc3ccco3)C(=O)N12)NCc1ccco1 (centres undefined)	0	9	-5	0	1	0	18	7
COc1cc(/C=N/Nc2nc3ccccc3s2)cc([N+](=O)[O-])c1O	-79	-17	-4	-7	4	32	-37	58*
O=C(COC(=O)c1cnccn1)Nc1ccc(Cl)cc1	-7	-9	-1	-10	0	-6	-20	-9
COc1ccc(CCN2CCCn3c2nc2c3c(=O)n(CC(C)C)c(=O)n2C)cc1OC	-1	-10	5	1	-1	-1	-19	-7

(continued)
SMILES	UBC13 inh	Jurkat NFkB inh	Apaf1 inhib	Gli-Sufu antag	HKDC1 inhibitor	SENP7 block	697 NFkB inh	SENP8 block
Cc1cc(NC(=O)CSc2nnc(-c3cccnc3)n2Cc2ccccc2)no1	6	6	-4	10	2	-6	12	-2
O=C(NCc1cccnc1)C(=O)NCC(c1ccco1)N1CCN(c2ccccc2)CC1 (centres undefined)	-3	-7	-8	-6	-5	-5	-20	-11
CCC(=O)Nc1cc(C)c(NC(=O)c2ccccc2OC)cn1	0	-12	-9	-50	8	1	4	-3
COc1ccc(NC2c3ncccc3C(=O)N2Cc2ccccc2)c(OC)c1 (centres undefined)	-8	4	-3	7	5	-9	8	-8
C=C(C)CN(CC)C(=O)CN1C(=O)NC2(CCc3ccccc32)C1=O (centres undefined)	-1	1	30	-22	2	-8	-4	-13
Cc1c(C)n(Cc2ccccc2)c2ccc(C(=O)O)cc12	8	8	-2	-15	-5	2	6	1
COc1cc(OC)c(OC)cc1/C=N/NC(=O)C[n+]1ccccc1	10	7	-7	-7	-7	-2	8	-4
Cc1cccc(N2CC(C(=O)Nc3nnc(SCC(=O)N4CCOCC4)s3)CC2=O)c1 (centres undefined)	-4	15	12	-4	-4	0	-6	-4
Cc1csc(NC(=O)c2oc3ccccc3c2C)n1	10	-195	10	-54	-3	46	-193	17
Cc1coc2cc3oc(=O)c(CCC(=O)NC4CC4)c(C)c3cc12	15	-18	-3	6	-1	1	-12	-4
CCOc1ccc(C(=O)Nc2cccc(C)n2)cc1	0	-124	-2	-78	-3	91*	-82	80*
Cc1ccc(N(Cc2cc3cc(C)ccc3[nH]c2=O)S(=O)(=O)c2ccccc2)cc1	13	24	6	7	-3	1	-5	-3
Cc1ccc(C(=O)CCC(=O)NC2=NCCS2)cc1	-2	-2	11	1	5	9	16	-4
COc1ccc(C(=O)N[C@H](C(=O)OCC(=O)NC(=O)c2cccn2C)C(C)C)cc1	0	5	-13	0	-12	6	2	0
O=S(=O)(/C=C/c1ccccc1)N1CCN(c2ccc(F)cc2)CC1	2	12	22	7	-5	-2	8	-1
COc1ccc(N2C(=O)[C@@H]3[C@H](C2=O)[C@H](C(=O)c2ccc(OC(C)=O)cc2)N2N=CC=C[C@@H]32)cc1	-35	-15	9	·	·	-10	-45	-3
COc1ccccc1-c1c(C)nn2c(C)c(C(C)=O)cnc12	-2	-2	-3	-8	-3	1	10	-3
O=C(NCc1ccccn1)C1Nc2ccc(C(F)(F)F)cc2C2C=CCC12 (centres undefined)	-4	14	7	-7	-1	15	8	-6

A different layout for part of the listing above:
Every second line gives: UBC13 inh, Jurkat NFkB inh, Apaf1 inhib, Gli-Sufu antag, HKDC1 inhibitor, SENP7 block, 697 NFkB inh, SENP8 block
- O=C1C(C=NCCCN2CCOCC2)=C(O)c2ccccc21
 : 10, -11, -6, -2, -1, -1, 1, -4
- COc1ccc(C(=O)N[C@H](C(=O)OCC(=O)NC(=O)c2cccn2C)C(C)C)cc1
 : 0, 5, -13, 0, -12, 6, 2, 0
- CC(C)OCCOc1ccc2oc(-c3ccco3)cc(=O)c2c1
 : 8, -10, 1, -40, 7, -1, -17, -6
- CCC(C)NC(=O)c1cc2cc3ccc(OC)cc3nc2s1 (centres undefined)
 : 36, -214, 11, -133, 18, 60*, -274, 36
- CCC(=O)Nc1cc(C)c(NC(=O)c2ccccc2OC)cn1
 : 0, -12, -9, -50, 8, 1, 4, -3
- COc1cc(OC)c(OC)cc1/C=N/NC(=O)C[n+]1ccccc1
 : 10, 7, -7, -7, -7, -2, 8, -4

From PubChem
